eIF4E 4G PPI: blocks eIF4E binding to eIF4G | TR-FRET eIF4E-eIF4GI(517-606) binding, 2 h | P63073+Q04637 | 220,000 tested, 0.37% active | AID 782 | inhibition, % at 21.7 µM;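 active = inhibition above about 30%, limit read from the data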;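 note: 0% = full FRET control wells and 100% = background wells lacking eIF4GI fragment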
Hck-Nef inh: human Hck-Nef kinase inhibition; Recombinant Hck-YEEI plus Nef, Z-Lyte FRET kinase assay; AID 463187; 220,000 tested, 0.68% active; inhibition, % at 20 µM;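 active = Hck-Nef kinase inhibition above about 50%, limit read from the data; inactive = inhibition below that limit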;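 note: 0% = DMSO with Hck plus Nef and 100% = Hck alone without Nef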
Target sequence (P08631 whole entry, looked up): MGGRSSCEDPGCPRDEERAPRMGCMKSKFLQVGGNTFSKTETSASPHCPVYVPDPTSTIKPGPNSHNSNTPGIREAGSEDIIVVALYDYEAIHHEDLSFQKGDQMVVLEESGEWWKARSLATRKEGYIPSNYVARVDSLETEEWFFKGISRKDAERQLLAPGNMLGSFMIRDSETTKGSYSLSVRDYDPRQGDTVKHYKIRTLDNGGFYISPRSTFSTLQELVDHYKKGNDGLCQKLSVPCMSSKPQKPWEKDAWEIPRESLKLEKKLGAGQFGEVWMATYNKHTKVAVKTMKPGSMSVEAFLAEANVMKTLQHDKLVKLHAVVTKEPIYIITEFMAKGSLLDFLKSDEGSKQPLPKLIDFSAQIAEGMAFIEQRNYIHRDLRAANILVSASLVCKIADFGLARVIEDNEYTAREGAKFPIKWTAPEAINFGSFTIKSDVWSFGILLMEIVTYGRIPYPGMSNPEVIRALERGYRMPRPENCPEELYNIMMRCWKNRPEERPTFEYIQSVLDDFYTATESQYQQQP
m-calpain inh: inhibitors of pig calpain II; purified calpain II, fluorogenic peptide substrate, 30 min; inhibition, % at 16 µM; 220,000 tested, 0.37% active;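 active = inhibition above about 50%, limit read from the data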
Rad51 HR inh: blocks human Rad51 in homologous recombination. hRad51 DNA strand exchange, fluorescence dequenching. 200,000 tested, 0.085% active. inhibition, % at 10 µM;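 active = inhibition above 40% at the single screening dose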;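 note: 0% = DMSO control wells and 100% = blanks with heterologous ssDNA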
Target sequence (Q06609 whole entry, looked up): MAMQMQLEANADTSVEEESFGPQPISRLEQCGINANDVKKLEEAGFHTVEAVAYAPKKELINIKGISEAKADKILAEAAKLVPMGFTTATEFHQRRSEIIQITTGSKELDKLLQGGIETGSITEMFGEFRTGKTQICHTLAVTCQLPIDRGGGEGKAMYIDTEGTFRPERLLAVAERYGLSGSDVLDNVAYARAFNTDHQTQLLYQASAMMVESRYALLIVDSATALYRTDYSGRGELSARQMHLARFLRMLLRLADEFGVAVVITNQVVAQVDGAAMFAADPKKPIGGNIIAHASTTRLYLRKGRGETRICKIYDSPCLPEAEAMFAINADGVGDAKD
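System: hRad51 filaments on single-stranded DNA; reagent: Fluorescein- and BHQ1-tagged 47-mer duplex; compound dosing: one concentration, 10 µM final; timing: filaments 15 min 37 °C, then compound 30 min; measured by: fluorescein emission 520 nm, excitation 485 nm; benchmarks: per-plate controls and blanks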
EP2 antag: blocks the human prostaglandin E2 receptor EP2; P43116; C6 glioma cells expressing human EP2, cAMP TR-FRET; cells stimulated with saturating PGE2; inhibition, % at 25 µM; 260,000 tested, 0.52% active;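 active = percent inhibition above 40 after rounding to a whole number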;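 note: rat C6 glioma host cells with rolipram phosphodiesterase inhibitor present; the protocol text gives 20 µM as final concentration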
EP2 modulator: modulates human prostaglandin E2 receptor EP2 signaling; induction, % at 25 µM; P43116; 260,000 tested, 0.83% active; EP2-expressing cells, cAMP HTRF FRET, PGE2 co-stimulation; AID 940;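 active = compounds whose cAMP rise, as percent of the full-agonist control response, exceeds 60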;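 note: rat C6 glioma line stably carrying human EP2 under a CMV promoter; the protocol text gives 20 µM as final concentration; 100% = response of wells given 1 µM PGE2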
14-3-3 Bad inh: disrupts binding of bovine 14-3-3 zeta to phospho-Bad peptide | AID 781 | TR-FRET 14-3-3zeta/Dy647-pBad peptide displacement, 1 h | inhibition, % at 21.7 µM | P63103 | 220,000 tested, 0.71% active;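 active = inhibition above about 70%, limit read from the data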;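 note: 0% = full 14-3-3 plus peptide FRET controls and 100% = background without 14-3-3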
Target sequence (P63103 whole entry, looked up): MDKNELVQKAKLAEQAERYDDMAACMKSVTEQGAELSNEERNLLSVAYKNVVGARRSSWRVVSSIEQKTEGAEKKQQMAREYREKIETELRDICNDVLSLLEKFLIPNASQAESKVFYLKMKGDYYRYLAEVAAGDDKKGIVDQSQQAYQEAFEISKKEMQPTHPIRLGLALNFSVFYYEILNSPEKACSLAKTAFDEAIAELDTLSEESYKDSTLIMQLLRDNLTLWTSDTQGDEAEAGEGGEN
TbHK1 inh: T. brucei hexokinase 1 inhibition; inhibition, % at 10 µM; 220,000 tested, 0.11% active; recombinant TbHK1, G6PDH-coupled NADH A340; AID 1430;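 active = inhibition of 50% or more in the single-dose primary screen; inactive = inhibition below 50%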
zVAD death inh: blocks zVAD induced death of L929 cells | L929 zVAD necroptosis rescue, ATP luminescence, 24 h; with zVAD 60 µM | viability rescue, % at 10 µM | 220,000 tested, 0.38% active | AID 1377;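 active = activation, scaled between plate controls, above about 75%, limit read from the data; inactive = activation under that limit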;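 note: 0% = zVAD with DMSO and 100% = DMSO alone without zVAD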
Active calls of the source: *; . = no result given; [ ] = dose if it differs, or a comment.

SMILES	eIF4E 4G PPI	Hck-Nef inh	m-calpain inh	Rad51 HR inh	EP2 antag	EP2 modulator	14-3-3 Bad inh	TbHK1 inh	zVAD death inh
CCC1=NC(c2ccc(OC)c(OC)c2)N(O)C1(C)C (stereo not given)	5.7	-0.5	-0.1	0.8	3.4	22.7	-13.6	-9.3	0.5
O=C1CC(c2ccco2)Cc2nc(NCC3CCCO3)ncc21 (stereo not given)	2.8[fluorescence artefact?]	-0.1	-26.1	4.5	6.4	-7.0	2.5[fluorescence artefact?]	-7.9	0.0
C=CCOc1ccc(C2N3CC4(C)CN2CC(CCC)(C3)C4=O)cc1 (stereo not given)	-6.2	0.9	-5.0	-3.0	16.6	10.1	-9.0	0.9	0.0
COc1cccc(CNC(=O)C23CN(Cc4ccccc4)CC2C(c2ccc([N+](=O)[O-])cc2)=NO3)c1 (stereo not given)	-3.6	2.7	13.8	-9.2	18.8	10.1	71.3*	-0.9	-0.1
Cc1nn(C)cc1C1C(C#N)=C(N)N(c2cccnc2)C2=C1C(=O)CCC2 (stereo not given)	11.2[fluorescence artefact?]	2.8	-5.5	5.8	0.1	21.6	-16.0	-22.7	-0.1
CN(CC(=O)c1c(N)n(C)c(=O)n(C)c1=O)c1ccccc1	-2.7	23.9	1.1	5.8	5.6	3.0	-8.5	1.2	0.6
O=C(c1c(F)cccc1F)N1CCC(n2nnc3cc(C(F)(F)F)ccc32)CC1	2.6	30.4	27.5	-0.6	6.0	-21.2	4.8	4.5	16.6
Cc1c(C(=O)O)sc2nc(CSc3nnc(-c4ccc(F)cc4)n3C)[nH]c(=O)c12	-1.1	10.9	-14.2	.	2.5	22.5	10.0	-7.1	-0.6
CC(C)Cc1cc(C(=O)O)n[nH]1	1.1	-1.1	-18.5	0.6	5.9	1.8	31.6	-0.5	1.0
CCC(C)NC(=S)Nc1ccc(C(=O)OC)cc1 (stereo not given)	3.0	-9.7	29.7	.	5.0	-48.7	-4.9	5.1	0.1
O=C(Cc1ccc(S(=O)(=O)N2CCOCC2)s1)Nc1ccc2c(c1)CCC2	-4.2	-0.8	-19.2	5.4	8.2	4.5	2.9[fluorescence artefact?]	1.5	1.1
COc1ccc(/C=N/NC(=O)c2ccn[nH]2)cc1COc1ccc(F)cc1	1.9	0.8	11.0	0.3	21.7	-29.8	-2.7	-5.2	0.2
Cc1nc2ccc(NC(=O)N(C)c3ccccc3)cc2s1	10.1	3.5	26.1	-5.6	4.3	-15.3	-1.6	-2.5	0.3
Cc1nc(CNC(=O)c2cc(COc3ccc(F)cc3Cl)on2)cs1	-0.3	7.7	-20.1	.	5.1	-26.3	-2.7	-8.3	0.1
CN(C)c1ccc(/C=N/NC(=O)c2ccc3nc[nH]c3c2)cc1	10.7	-63.1	24.2	-3.8	4.4	-17.6	0.1	-76.6	2.2
CN(C)S(=O)(=O)N1CCN(c2ccc([N+](=O)[O-])c(NC3CC3)c2)CC1	0.3	15.8	8.8	-1.6	10.0	7.3	-10.0	-9.1	8.1
CCn1c(CNc2nc(-c3ccccc3)cs2)nnc1SCC(=O)NCc1ccccc1	6.3	-5.5	-4.9	1.7	15.8	15.3	-8.5	0.3	1.5
COc1ccccc1CC(=O)NNC(=O)c1cccs1	3.2	17.0	-12.7	8.4	8.7	20.2	-9.8	-1.6	4.0
CC(=O)c1cc(NC(=O)c2ccc(C)cc2)c(=O)oc1/C=C/N(C)C	-19.4[fluorescence artefact?]	1.1	-1.0	-60.1	19.1	10.3	-24.8[fluorescence artefact?]	-11.1	0.3
Cc1ccc(C(=O)N2CCC3(CC2)Oc2ccc(F)cc2C(=O)C32CC(c3cccnc3)=NO2)s1 (stereo not given)	-3.1	9.0	-55.6	-3.3	8.8	1.8	1.8	-18.8	0.2
CCCN(CCC)C(=O)Cn1c(=O)n(CCCCCC(=O)Nc2ccccc2)c(=O)c2sccc21	7.4	-0.3	16.6	-3.4	5.0	10.7	10.4	4.7	-1.2
CCC(C)NC(=O)c1ccccc1NC(=O)COc1ccc(OC)cc1 (stereo not given)	-3.3	3.0	-32.5	.	.	16.1	-12.3	-9.4	-0.1
CC(C)OC(=O)CSc1nnc(-c2ccc(O)cc2)n1Cc1ccccc1	-8.7	0.6	13.9	-15.8	6.3	-2.4	2.0	0.6	-0.3
Cc1ccc(-n2nc(C)c(NC(=O)CCl)c2C)cc1C	-0.6	3.2	-3.6	15.4	6.7	-7.6	-7.9[fluorescence artefact?]	-5.3	0.5
COc1cc(OC)cc(-c2nnc(SCC(=O)Nc3cccc(C(=O)O)c3)s2)c1	3.4	19.5	-28.4	-3.3	7.0	4.7	0.2	0.2	2.8

One compound at a time (already shown). Order of values: eIF4E 4G PPI, Hck-Nef inh, m-calpain inh, Rad51 HR inh, EP2 antag, EP2 modulator, 14-3-3 Bad inh, TbHK1 inh, zVAD death inh
Listed for Cc1c(C(=O)O)sc2nc(CSc3nnc(-c4ccc(F)cc4)n3C)[nH]c(=O)c12 → -1.1, 10.9, -14.2, ., 2.5, 22.5, 10.0, -7.1, -0.6
Listed for COc1ccc(/C=N/NC(=O)c2ccn[nH]2)cc1COc1ccc(F)cc1 → 1.9, 0.8, 11.0, 0.3, 21.7, -29.8, -2.7, -5.2, 0.2
Listed for CCC(C)NC(=S)Nc1ccc(C(=O)OC)cc1 (stereo not given) → 3.0, -9.7, 29.7, ., 5.0, -48.7, -4.9, 5.1, 0.1

(more compounds)
SMILES	eIF4E 4G PPI	Hck-Nef inh	m-calpain inh	Rad51 HR inh	EP2 antag	EP2 modulator	14-3-3 Bad inh	TbHK1 inh	zVAD death inh
NS(=O)(=O)c1ccc(CCNC(=O)NC23CC4CC(CC(C4)C2)C3)cc1	-0.2	9.5	3.7	-167.2	1.8	6.0	-6.2	0.3	0.2
COC(=O)c1sccc1NC(=S)Nc1cc(OC)ccc1OC	0.2	8.7	-17.4	9.6	9.8	10.6	-4.1	-9.4	0.5
Cc1sc2nc(SCc3nnc(-c4cccs4)o3)n(C3CCCC3)c(=O)c2c1C	-10.9	2.5	-11.1	2.5	10.6	15.5	0.1	-5.2	-0.2
O=C(NN1C(=O)C2C3C=CC(C3)C2C1=O)c1ccccc1 (stereo not given)	-0.5	23.1	-30.6	-4.7	4.6	17.2	-5.1	1.0	-0.1
Cc1ccc(SCc2[nH]nc3c2C(c2cccnc2)C(C#N)=C(N)O3)cc1 (stereo not given)	0.1	2.6	-0.2	-5.1	26.8	3.2	-3.6	-3.6	0.2
O=[N+]([O-])c1cc(Br)cc(C=Nc2ccc3c(c2)OCO3)c1O	9.3	39.8	14.6	2.6	10.0	-22.8	16.1	22.7	-0.2
CCn1c(-c2cccn(Cc3ccccc3)c2=O)n[nH]c1=S	-4.2	14.4	26.7	18.8	2.1	17.0	7.2	-9.8	1.8
CCc1ccc(NC(=O)CC2C(=O)N(c3cccc(C)c3)C(=O)N2C2CC2)cc1 (stereo not given)	-3.7	16.5	13.4	-1.3	7.8	2.7	-2.8	2.3	0.0
Cc1cc(C)nc(-n2nc(C)cc2NC(=O)C(C)C)n1	1.1	1.6	-7.5	11.0	2.4	20.9	-9.9	-0.6	0.8
O=C(CCc1ccc(O)cc1)NNC(=S)NCCc1ccccc1	-2.5	-6.2	-21.0	17.2	14.9	-12.3	-12.5	-3.9	0.4
CCOc1ccc(N2C(=O)CS/C2=C(\C(Cl)=C(Cl)Cl)[N+](=O)[O-])cc1	-3.4[fluorescence artefact?]	2.0	-15.3	-8.5	3.1	3.8	-10.9[fluorescence artefact?]	-8.4	-1.9
Cc1ccccc1-c1nc(CS(=O)(=O)CC(=O)NCCN2CCOCC2)c(C)o1	6.3[fluorescence artefact?]	-3.7	-6.2	1.4	9.7	-3.9	-3.9	-8.6	0.0
CC(C)OC(=O)CC1C(=O)NCCN1C(=S)NC(=O)c1ccc(F)cc1 (stereo not given)	-1.4	3.4	3.9	.	1.6	15.4	-9.8	2.8	-0.6
Cc1cc2c(c(=O)o1)C1(C(=O)N(C)c3ccccc31)C(C#N)=C(N)O2 (stereo not given)	0.9	-5.5	8.2	-10.2	3.0	20.5	-1.4	-2.0	1.3
CNC(=O)Nc1cccc(-c2cc(-c3c(Cl)cccc3Cl)no2)c1	5.0	2.5	28.6	-11.4	20.3	-33.2	2.9	-1.0	-0.1
O=C(c1cc2ccccc2o1)n1nnc2ccccc21	3.5[fluorescence artefact?]	-0.1	-18.1	-4.4	15.1	-8.2	-0.8	5.3	0.0
O=C(CN1CCN(S(=O)(=O)c2ccccc2)CC1)Nc1ccc(N2CCOCC2)cc1	-3.6	0.7	3.6	.	7.3	-5.3	-19.1[fluorescence artefact?]	17.5	1.9
Cc1occc1C(=O)O/N=C(\N)c1ccccc1	0.4	-2.4	-4.6	.	9.8	-19.4	-1.8	6.2	-0.9
O=C(NC1CCCC1)C1CCN(C(=O)NCc2ccccc2)CC1	2.2	-0.9	-10.0	12.8	6.9	22.1	6.8	1.1	0.8
COc1ccccc1NC(=S)c1ccccc1	-6.9	0.8	-1.6	-5.8	10.1	6.0	-35.2[fluorescence artefact?]	15.3	-0.3
OCCNCCSc1nc(C2CCCCC2)n(-c2ccccc2Cl)n1	-7.7	17.9	-16.6	-3.9	5.2	-3.2	-9.1	1.1	-1.2
COCCNCc1ccc(Cl)cc1Cl	-0.9	26.0	-19.8	0.8	7.4	-26.7	-3.8	-0.7	0.5
CCn1c(C)cc(C)c(C#N)c1=O	0.9	17.3	-50.3	1.8	12.3	17.8	-9.2	-17.9	5.2
CSc1cccc(NC(=S)N(CCN(C)C)C(C)c2ccccn2)c1 (stereo not given)	-2.9	14.1	-19.3	-3.0	4.3	-23.4	-8.4	-2.5	-1.1
O=c1nc(-c2ccccc2)n(-c2ccccc2)[nH]1	5.5	3.9	-16.7	-38.6	7.3	29.3	2.6	4.8	0.8
(list continues)
SMILES	eIF4E 4G PPI	Hck-Nef inh	m-calpain inh	Rad51 HR inh	EP2 antag	EP2 modulator	14-3-3 Bad inh	TbHK1 inh	zVAD death inh
COCCNC(=O)CSc1nnc(-c2ccc(C)cc2)c(-c2ccc(C)cc2)n1	-2.8	3.8	29.4	-4.1	9.8	5.4	-5.5	-7.4	0.0
CC(=O)NC1(c2ccccc2)CCN(C(=O)N2CCOCC2)CC1	4.5	0.1	45.9	2.5	9.6	-1.2	1.2	-5.7	0.3
CCCCNC(=O)C1CCN(C(=O)Nc2ccc(C)cc2)CC1	-6.3	-3.6	-12.8	-6.7	10.2	32.3	3.3[fluorescence artefact?]	7.9	-0.2
CCc1ccccc1N(CC(=O)OC)S(C)(=O)=O	-2.4	9.5	0.6	4.9	13.8	2.5	0.6	2.2	0.1
Cc1ccc(C(=O)Nc2nc(=O)n(C)s2)cc1	-5.6	-0.8	-7.3	2.2	0.3	25.1	19.7	-8.4	-0.1
O=C(COC(=O)COc1ccccc1)NCc1ccccc1	-1.6	15.8	-9.9	27.7	11.4	39.2	-17.2	-5.7	3.1
CCN1C(=S)SC(=O)C1=C1C=C(C)N(Cc2ccco2)C(C)=C1	6.2[fluorescence artefact?]	-1.3	-30.2	.	.	-29.6	-7.2[fluorescence artefact?]	1.1	3.6
COc1ccc(/C=C(/C#N)C(=O)Nc2ccc(O)cc2)cc1C(=O)O	-2.2	44.9	5.9	12.0	14.0	5.0	-9.3	-37.4	0.6

A stretch of the results above, as a working copy:
SMILES	eIF4E 4G PPI	Hck-Nef inh	m-calpain inh	Rad51 HR inh	EP2 antag	EP2 modulator	14-3-3 Bad inh	TbHK1 inh	zVAD death inh
CCCCNC(=O)C1CCN(C(=O)Nc2ccc(C)cc2)CC1	-6.3	-3.6	-12.8	-6.7	10.2	32.3	3.3[fluorescence artefact?]	7.9	-0.2
CCc1ccccc1N(CC(=O)OC)S(C)(=O)=O	-2.4	9.5	0.6	4.9	13.8	2.5	0.6	2.2	0.1

Screening data as filed in PubChem.

Some of the compounds tested; count on the stated rates, not on these rows.
